Compound activity (PubChem BioAssay)
H9c2 TAG inh – reduces triacylglycerol accumulation in H9c2 cells | AID 651582 | inhibition, % at 12.5 µM | 0.66% of 230,000 active | Nile Red lipid (TAG) fluorescence; cells loaded with 200 µM oleic acid;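 active = pattern-corrected inhibition of lipid staining of at least 50% with the nuclear-stain viability signal not falling by more than 50%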;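 also: 0% = DMSO wells and 100% = triacsin C control wells; some results filed as inactive read as strong as hits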
H9c2 TAG inh DAPI viability – further read-out of H9c2 TAG inh, marked with its call; DAPI nuclei signal change (viability), lower = more cytotoxic, %;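 whole-well DAPI fluorescence read on a plate reader as a viability signal; minus 50 percent equals half of cells still viable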
The depositor's hits bear a star. An excerpt. The share of hits here may be higher or lower than overall.

Values in the order: H9c2 TAG inh, H9c2 TAG inh DAPI viability
CNC(=S)N1N=C2c3ccccc3CCC2C1c1ccccc1Cl (stereo not given)
    2, -11
Cn1c(C(O)c2ccc(Cl)cc2)nc(Cl)c1Cl (stereo not given)
    5, -4
CC1CCCCC1NC(=O)C1CCC(CNc2c(N3CCCCC3)c(=O)c2=O)CC1 (stereo not given)
    12, -6
O=C(O)/C=C/C(=O)Nc1ccc(-c2ccccc2)cc1
    11, -2
C/C(N)=C(/C#N)C(=O)COC(=O)CCS(=O)(=O)c1ccccc1
    -4, 0
COc1cccc(CN2CCC2(C)C(=O)Nc2cccc(NS(C)(=O)=O)c2)c1OC (stereo not given)
    6, -3
C=CCn1c(SCc2cccnc2)nnc1-c1ccncc1
    12, -2
COC(=O)c1cc(C(=O)NC(C)(C)CC(C)(C)C)cc([N+](=O)[O-])c1
    1, -1
CN(c1cccc(Cl)c1)S(=O)(=O)c1cccc(C(=O)NN2CCOCC2)c1
    -1, 9
CC(=O)Nc1ccc(OCC(O)Cn2ccnc2)cc1 (stereo not given)
    3, -7
CCNC(=S)NNC(=O)C1CCCCC1
    -13, 3
Cc1csc(N/N=C/c2ccccn2)n1
    17, -20
Cc1ccc(N2CC(C(=O)OCC(=O)c3ccc(C)c([N+](=O)[O-])c3)CC2=O)cc1 (stereo not given)
    0, -2
O=C(NCCCN1CCN(c2ccc(F)cc2)CC1)c1cccc(N2CCCC2=O)c1
    15, 2
CC1(NC(=O)Nc2ccccc2)CCS(=O)(=O)C1 (stereo not given)
    -4, -4
C=C1c2ccccc2O[C@H](C(=O)OCC)[C@H]1OC
    -11, -4
FC(F)(F)c1cccc(Sc2nc(-c3ccccc3)nnc2C(F)(F)F)c1
    -28, -22
Cc1sc2nc(-c3ccccc3F)oc(=O)c2c1C
    -9, -2
Cc1cc(C(=O)CSc2nnc(N)s2)c(C)n1Cc1ccco1
    -14, 8
CC(NC(=O)CN1C(=O)NC(Cc2ccccc2)(Cc2ccccc2)C1=O)C12CC3CC(CC(C3)C1)C2 (stereo not given)
    42, -6
COc1ccc(C(=O)NCc2c(C)nn(Cc3ccccc3)c2C)cc1S(=O)(=O)N1CCOCC1
    29, -20
Cc1ccccc1-c1cc(C(=O)NCC2CC2)nn1CC1CC(c2cccc([N+](=O)[O-])c2)=NO1 (stereo not given)
    -2, 0
O=C(CC1SC(N2CCOCC2)=NC1=O)Nc1ccc(F)cc1 (stereo not given)
    3, 2
Cc1ccc(S(=O)(=O)N2CCN(c3cnn(C)c(=O)c3Cl)CC2)cc1
    -18, -3
CC1(C(=O)O)CCCN(C(=O)c2cc3ccccc3s2)C1 (stereo not given)
    -12, 10
CCOc1ccc2nc(NC(=O)C3=NN(c4ccccc4)C(=O)CC3)sc2c1
    -1, 2
Cc1cc(/C=C\c2nc(O)c([N+](=O)[O-])c(=O)[nH]2)c(C)n1-c1ccccc1
    -5, -3
Cc1cccc(COCC(CC(C)C)N2CCN(C(=O)c3ccc(C(C)(C)C)cc3)CCC2=O)c1 (stereo not given)
    22, -3
Cc1cc(COc2ccccc2OCc2cc(C)no2)on1
    1, -3
O=C(N/N=C/c1ccccn1)c1cccnc1
    10, -8

Structural class: the compounds so far with a thiophene ring, fused or not.
Values in the order: H9c2 TAG inh, H9c2 TAG inh DAPI viability
Cc1sc2nc(-c3ccccc3F)oc(=O)c2c1C
    -9, -2
CC1(C(=O)O)CCCN(C(=O)c2cc3ccccc3s2)C1 (stereo not given)
    -12, 10

Back to the main list with the 3 entries that preceded the break.
Values in the order: H9c2 TAG inh, H9c2 TAG inh DAPI viability
Cc1cccc(COCC(CC(C)C)N2CCN(C(=O)c3ccc(C(C)(C)C)cc3)CCC2=O)c1 (stereo not given)
    22, -3
Cc1cc(COc2ccccc2OCc2cc(C)no2)on1
    1, -3
O=C(N/N=C/c1ccccn1)c1cccnc1
    10, -8
Nc1ccc(C(=O)N/N=C/c2cn(Cc3ccccc3)c3ccccc23)cc1
    -55, -9
CC1(c2ccccc2)NC(=O)N(CCOc2ccccc2)C1=O (stereo not given)
    -8, 1
COCc1c(C(=O)N2CCN(c3ncccn3)CC2)oc2ccccc12
    -2, -3
CCOC(=O)c1oc2nc(CC(C)C)c3c(c2c1N)CCCC3
    18, 48
O=C1CC[C@@H](OCc2ccccc2)CCN1CC[C@H](Sc1ccccc1)c1ccccc1
    -16, 8
Cc1cccc(C(O)C(O)c2cccc(C)n2)n1 (stereo not given)
    10, 4
CC(=O)OCc1cc2cccc(C)c2[nH]c1=O
    -3, 13
COc1ccc(C(CNC(=O)c2ccc(S(=O)(=O)N3CC(C)CC(C)C3)cc2)N(C)C)cc1 (stereo not given)
    7, 8
COc1ccc(Cl)cc1NC(=O)CS(=O)(=O)c1cccc2nsnc12
    11, -10
CC(=O)Nc1ccc(C(=O)Nc2nnc(CCc3ccccc3)s2)cc1
    2, 6
O=C1OCCN1C(=O)[C@H]1[C@H](c2ccc([N+](=O)[O-])cc2)C(c2cccc(Cl)c2)=NN1c1ccccc1
    -8, -6
Cc1ccc(S(=O)(=O)NCC(=O)OCc2cc(=O)oc3cc(C)ccc23)cc1
    6, -6
O=C(Nc1ccccn1)c1cccc(S(=O)(=O)N2CCCC2)c1
    -8, -7
Cc1ccc(O)c(NC(=S)NC(=O)/C=C/c2ccco2)c1
    -2, 1
CC(Sc1nnc(CN2CCCC2)n1Cc1ccccc1)C(=O)Nc1ccc(F)cc1Cl (stereo not given)
    -13, 2
CN1CCN(S(=O)(=O)c2cccc(C#N)c2)C(c2ccccc2)C1 (stereo not given)
    -5, 5
O=c1cc(N2CCOCC2)[nH]c(=O)n1-c1ccc(Br)cc1
    2, -3
O=C(Nc1ccccc1)c1ccccc1CC[N+](=O)[O-]
    1, 5
COc1ccc(CN2C(=O)CCC2(C)C(=O)NC2CCCC2)c(OC)c1 (stereo not given)
    -4, -2
Cc1ccc(-c2nnn(CC(=O)N(c3ccccc3)C(C(=O)NCC3CCCO3)c3ccc(Cl)cc3)n2)cc1 (stereo not given)
    31, -8
CC(C)C#Cc1cnc2c(c1)C(=O)N([C@@H](C)CO)C[C@@H](C)[C@H](CN(C)Cc1cccc(F)c1)O2
    20, 0
CCOc1cc(N2CCOCC2)c(OCC)cc1NC(=O)COC(=O)COc1cc(C)cc(C)c1
    4, -4
CSc1cccc(CN2CCN(Cc3ccc(F)c(F)c3)C(CCO)C2)c1 (stereo not given)
    -4, 12
C[C@@H]1CN([C@@H](C)CO)C(=O)c2cc(/C=C/c3ccccc3)cnc2O[C@@H]1CN(C)S(=O)(=O)c1ccc(F)cc1
    -13, 7
C=C1CC2(OC1=O)c1ccccc1CCc1ccccc12
    116, -77
COc1cccc(NC(=O)NCc2ccc(F)cc2)c1
    -41, 7
COC(=O)C(NS(=O)(=O)c1ccc(F)cc1)c1ccccc1 (stereo not given)
    -6, -6
COc1ccc(CCN(C)C(=O)c2cc(S(=O)(=O)N3CCCCC3)ccc2Cl)cc1OC
    -31, 4
CC[C@]12c3[nH]c4cc(-c5ccco5)ccc4c3CCN1C(=O)[C@@H](CC(=O)NC(C)(C)C)C[C@@H]2C(=O)N1CCN(C(=O)c2ccco2)CC1
    -4, 7
CC(C)c1ccc2[nH]c(O)c(N=NC(=O)c3cccc(S(=O)(=O)Nc4ccc(Cl)cc4)c3)c2c1
    27, -15

Reprinted at random: three records from the list, in no set order.
Values in the order: H9c2 TAG inh, H9c2 TAG inh DAPI viability
C[C@@H]1CN([C@@H](C)CO)C(=O)c2cc(/C=C/c3ccccc3)cnc2O[C@@H]1CN(C)S(=O)(=O)c1ccc(F)cc1
    -13, 7
Cc1sc2nc(-c3ccccc3F)oc(=O)c2c1C
    -9, -2
CC(NC(=O)CN1C(=O)NC(Cc2ccccc2)(Cc2ccccc2)C1=O)C12CC3CC(CC(C3)C1)C2 (stereo not given)
    42, -6

(further entries)
Values in the order: H9c2 TAG inh, H9c2 TAG inh DAPI viability
CCCN1CCC(=O)N([C@H](CSc2ccc(OC)cc2)Cc2ccccc2)CC1
    -45, 22
CCOC(=O)c1[nH]c(C)c(C(=O)NCC2CCCO2)c1C (stereo not given)
    2, -9
COc1ccc(C(=O)C2CCCN(C(=O)c3cnsn3)C2)c(C)c1 (stereo not given)
    -6, 0
CCC(CC)n1[nH]c(=O)c2c(C)cc(C)nc21
    -1, -1
CC(C)CN1CCC(CNC(=O)CCc2nnc(Cc3c[nH]c4ccccc34)o2)CC1
    22, -25
COc1ccc(C(C#N)CC(=O)c2ccc3c(c2)OCO3)cc1OC (stereo not given)
    12, -8
CCCCN(CCCC)C1=Nc2ccccc2N/C1=C(/C#N)C(=O)OCC
    0, -10
COc1cc2c(cc1OC)CN(C(=S)NC(=O)c1ccccc1)CC2
    -16, 10
CCn1cc(/C=C(\NC(=O)c2ccccc2F)C(=O)N2CCN(C)CC2)c2ccccc21
    48, -52
CC(C)(O)C#Cc1ccc(CN2CCN(C3CCCCC3)C(CCO)C2)cc1 (stereo not given)
    3, -7
CCn1nnnc1SCC(=O)Nc1ccc2c(c1)OCCO2
    -6, 9
O=C(OCCN1C(=O)c2ccccc2C1=O)c1cnccn1
    -1, 13
C[C@H](CO)N1C[C@H](C)[C@@H](CN(C)C(=O)Nc2ccc(C(F)(F)F)cc2)Oc2ccc(NC(=O)C3CC3)cc2C1=O
    4, -6
O=C1CCN(C(=O)c2cccs2)c2ccccc21
    -1, -10
COc1ccc(CC(=O)Nc2ccc(S(=O)(=O)Nc3ncccn3)cc2)cc1
    -12, -5
C=Cn1c(C(=O)O)cc(CC)c1-c1ccccc1
    -5, -9
CCOC(=O)c1c(NC(=O)Cn2ccsc2=N)sc(C)c1C
    18, -2
Cc1cccc(NC(=O)CSc2nnc([C@@H]3CCCN3C(=O)OC(C)(C)C)o2)c1C
    24, -13
CC(=O)N(C)c1nnc(-c2cnccn2)s1
    2, -4
CCOC(=O)c1sc2nc(C)n(N)c(=O)c2c1C
    2, 5
COc1cccc(C(O)c2nc(/C=C/c3ccccc3)cs2)c1 (stereo not given)
    -14, 6
CC(C)c1ccccc1NC(=S)NCCCn1ccnc1
    2, -4
CCOC(=O)c1cc2[nH]c3ccccc3c2[n+](-c2ccc([N+](=O)[O-])cc2)c1C
    4, 1
COCCNc1nnc(SCC(=O)NC(=O)c2ccccc2)s1
    16, 37
COc1ccccc1CCC(=O)OCC(=O)N1CCN(S(=O)(=O)c2ccc(C)cc2C)CC1
    -3, -2
COc1ccc(OC)c(S(=O)(=O)N(C)CC(=O)Nc2ccc3c(c2)OCCO3)c1
    -15, -1
O=C(NCCc1ccccc1)C1CCN(C(=O)c2sccc2-n2cccc2)CC1
    -2, -7
O=C(CSc1nccn1-c1cccc(Cl)c1)Nc1ccc2c(c1)OCCO2
    -9, -5
COc1ccc(S(=O)(=O)N2CCN=C2SCc2cccnc2)cc1
    6, -10
COc1ccc(CCNC(=O)COc2ccc(S(=O)(=O)N3CCCC3)cc2)cc1
    7, -10
N#Cc1c(N)sc(=S)c2c1CCCCC2
    -2, 4
CCOc1cc(C(=O)Nc2ccccc2N2CCOCC2)ccc1OCC(=O)N1CCCCC1
    -4, 2
Cc1nc2c3c(sc2c(=O)[nH]1)NC(=O)CC3c1ccccc1Cl (stereo not given)
    11, 4
N#CCSc1nccc(/C=C/c2ccccc2)n1
    9, -8
O=C(CSc1nc2c(cnn2-c2ccc(F)cc2)c(=O)[nH]1)N1CCOCC1
    -1, -8
O=C(NCC1CCCCC1)c1ccc(Cl)c(S(=O)(=O)N2CCOCC2)c1
    9, -13
CCOc1ccc(S(=O)(=O)NCCC(=O)OCC(=O)Nc2cc(C)on2)cc1
    -1, -7
O=C1C[C@@H](c2ccc(O)cc2)Oc2cc(O)cc(O)c21
    12, 4
Cn1c(=O)n(C)c2cc(C(=O)O)ccc21
    -4, 9
CCC(Oc1ccccc1)C(=O)Nc1ccc(C)c(S(=O)(=O)N2CCOCC2)c1 (stereo not given)
    -7, -3
CS(=O)(=O)N(Cc1nc(-c2ccc(F)cc2)no1)c1ccccc1Cl
    -29, 6
Cc1ccc(C)c(NC(=O)CCn2cnnn2)c1
    11, 0
COc1ccc(C2CCCN2C(=S)Nc2ccc(C)cc2C)cc1OC (stereo not given)
    -5, -4
C[C@@H]1CN([C@@H](C)CO)C(=O)c2cc(NS(C)(=O)=O)ccc2O[C@H]1CN(C)Cc1ccc(Oc2ccccc2)cc1
    -1, -4
CC(C)c1ccc(S(=O)(=O)N2CCN(C(=O)c3ccc(N4CCCC4)c([N+](=O)[O-])c3)CC2)cc1
    8, 3
COc1ccc(NC(=O)COC(=O)c2ccc(S(=O)(=O)N(C)c3ccccc3OC)cc2)cc1
    2, -9
O=C(O)c1ccc(C=NNC(=O)c2cccc3ccccc23)cc1
    7, -6
COc1ccc(C)cc1NC(=O)CSc1nc2scc(C)c2c(=O)[nH]1
    -8, 0
CC(C)N(C(=O)Cn1cc(S(=O)(=O)CC(=O)NCCc2ccccc2)c2ccccc21)C(C)C
    8, -12
COCCCNC(=O)c1ccc2nc([C@@H]3O[C@H](CO)[C@H](O)[C@H](O)[C@H]3O)[nH]c2c1
    6, -5
C/C(CCc1ccccc1)=N\NC(=O)COc1ccccc1C
    -1, -4
O=C(CSc1nnc2scc(-c3ccccc3)n12)Nc1nsc(-c2ccc(Cl)cc2)n1
    13, 6
CC1CCC(C(C)C)C(OC(=O)COC(=O)c2cccn2C)C1 (stereo not given)
    -27, 3
COc1ccc(NC(=O)COC(=O)Cc2ccccc2[N+](=O)[O-])cc1OC
    -4, -8
O=C(NCc1ccccc1)c1ccc(NC(=O)C2CC2)cc1
    -3, 2
O=C(CCN1CCCCO1)NC1CCCc2c1cnn2-c1ccc(F)cc1F (stereo not given)
    12, 3
FC(F)(F)c1cc(-c2ccc(Cl)cc2)nc2ncnn12
    5, 6
O=[N+]([O-])c1ccc(Oc2cnc3ccccc3n2)cc1
    13, -8
